SENP6 inh: inhibitors of human SENP6 protease; Q9GZR1; Recombinant SENP6 catalytic domain, aminoluciferin luminescence; inhibition, % at 10 µM; 1.8% of 330,000 active; AID 2599;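 active = inhibition above about 50% at the single tested dose, limit read from the data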;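 also: plate controls were DMSO wells with enzyme for no effect and DMSO wells lacking enzyme for full effect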
PfG6PD inh: PfG6PD (Plasmodium falciparum) enzyme inhibition. inhibition, % at 20 µM. 0.78% of 350,000 active. PfGluPho enzyme, NADPH resazurin-diaphorase fluorescence;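 active = inhibition reaching at least a set limit at 20 µM in the primary screen, cut at about 59% in these data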;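 also: 0% = DMSO wells with substrate and 100% = DMSO wells lacking glucose-6-phosphate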
SENP7 inh: blocks the human protease SENP7. Q9BQF6. recombinant SENP7, Z-RLRGG-aminoluciferin luminescence, 40 min. inhibition, % at 5 µM. 1.5% of 330,000 active. AID 434973;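 active = inhibition above about 50% at the single test dose, limit read from the data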;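 also: plate controls were DMSO with enzyme for no effect and no enzyme buffer wells for full effect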
SENP1 inh: inhibitors of human SENP1 SUMO protease catalytic domain. inhibition, % at 10 µM. recombinant SENP1 catalytic domain, CyPet-SUMO1-YPet FRET cleavage. 0.21% of 360,000 active. Q9P0U3;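 active = inhibition at least 30% at 10 µM, raw YFP signal under a set limit, fluorescence ratio 0.5 to 1.5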;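 also: 0% = enzyme with DMSO and 100% = no enzyme wells; some results filed as inactive read as strong as hits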
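Assay system: hSENP1 catalytic domain, recombinant. Amount: SENP1 enzyme, 20 pM final. Schedule: 50 min reaction, RT, dark. Technique: FRET, CFP and YFP emission. Control set: no-enzyme wells low, DMSO-plus-enzyme wells high control.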
SENP8 block-1: inhibitors of human SENP8 protease. Q96LD8. purified SENP8, Z-RLRGG-aminoluciferin cleavage, luminescence. inhibition, % at 10 µM. 1.2% of 330,000 active. AID 2540; in the data active = inhibition above about 50%
HKDC1 inhibitor: inhibitors of human hexokinase HKDC1; Q2TB90; recombinant HKDC1, G6PDH/diaphorase resazurin coupled fluorescence; inhibition, % at 20 µM; 0.16% of 340,000 active; AID 493160;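 active = inhibition above about 35% when tested at 20 µM, limit read from the data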;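 also: plate controls were DMSO wells with enzyme for no effect and DMSO wells lacking enzyme for full effect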
Target sequence (Q2TB90 whole entry, looked up): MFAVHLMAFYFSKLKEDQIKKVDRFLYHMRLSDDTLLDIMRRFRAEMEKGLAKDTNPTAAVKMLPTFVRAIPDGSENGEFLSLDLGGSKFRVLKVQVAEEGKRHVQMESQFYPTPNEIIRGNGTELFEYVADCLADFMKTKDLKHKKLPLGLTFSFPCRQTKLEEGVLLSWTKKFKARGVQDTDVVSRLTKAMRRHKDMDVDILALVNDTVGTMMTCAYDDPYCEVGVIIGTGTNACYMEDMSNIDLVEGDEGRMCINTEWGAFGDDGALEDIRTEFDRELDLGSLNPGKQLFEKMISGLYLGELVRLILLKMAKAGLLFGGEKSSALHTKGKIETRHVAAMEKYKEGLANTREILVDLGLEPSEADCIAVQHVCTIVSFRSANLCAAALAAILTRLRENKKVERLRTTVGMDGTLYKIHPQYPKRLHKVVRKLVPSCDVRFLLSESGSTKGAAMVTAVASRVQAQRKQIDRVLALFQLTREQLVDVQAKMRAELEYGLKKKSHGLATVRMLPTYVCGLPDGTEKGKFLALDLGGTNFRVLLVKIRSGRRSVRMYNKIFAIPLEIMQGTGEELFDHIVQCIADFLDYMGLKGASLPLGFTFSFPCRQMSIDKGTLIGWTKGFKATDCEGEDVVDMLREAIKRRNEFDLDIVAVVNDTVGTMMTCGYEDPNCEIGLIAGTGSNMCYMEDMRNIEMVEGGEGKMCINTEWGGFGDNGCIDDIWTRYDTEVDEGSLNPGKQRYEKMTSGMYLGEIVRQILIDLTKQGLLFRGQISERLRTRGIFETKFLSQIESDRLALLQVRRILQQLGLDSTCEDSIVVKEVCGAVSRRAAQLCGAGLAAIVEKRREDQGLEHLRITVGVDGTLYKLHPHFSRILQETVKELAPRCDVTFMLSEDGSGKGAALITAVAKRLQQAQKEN
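System: Recombinant HKDC1 hexokinase | Amount: HKDC1 at 5 µg/mL | Reagent: Glucose with 1 mM ATP | Doses: Single 20 µM dose | Incubation: Reaction time 90 min, room temperature, protected from light | Signal: Coupled resazurin fluorescence, excitation 525 nm, emission 613 nm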
SENP8 block-2: blocks human SENP8 cleavage of Nedd8 substrate; Q96LD8; recombinant SENP8, Nedd8 substrate fluorescence; inhibition, % at 20 µM; 0.64% of 360,000 active; AID 602440; in the data active = inhibition mostly above about 40%, no sharp cut-off; inactive = mostly below about 27%
beta cell repl: MIN6 beta-cell proliferation induction; proliferation, % at 10 µM; MIN6 cells proliferation, ATPlite luminescence, 48 h; cells starved in 0.2% serum; 100% = growth in 10% serum; 0.29% of 330,000 active;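 active = compounds whose signal lies at least 3.5 SD above the mean of all wells on their plate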;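 also: 0% = DMSO-treated cells in low-serum medium and 100% = 10% serum control; some compounds called inactive have numbers as strong as hits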
UBC13 inh: human UBC13 polyubiquitination inhibition; P61088; UBC13 polyubiquitin chain formation, TR-FRET; inhibition, % at 20 µM; 0.47% of 330,000 active; AID 485273; in the data active = inhibition above about 45%, passing the limit was not always enough
Target sequence (P61088 whole entry, looked up): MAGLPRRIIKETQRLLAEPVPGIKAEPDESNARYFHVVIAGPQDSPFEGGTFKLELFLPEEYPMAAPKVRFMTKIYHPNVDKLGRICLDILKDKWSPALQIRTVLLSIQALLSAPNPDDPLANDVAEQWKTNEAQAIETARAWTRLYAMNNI
* = called active by the depositor; i = inactive; · = no result given. Random draw from the library. Share with any hit: about 4%.

SMILES	SENP6 inh	PfG6PD inh	SENP7 inh	SENP1 inh	SENP8 block-1	HKDC1 inhibitor	SENP8 block-2	beta cell repl	UBC13 inh
N#CC1=C(N)Nc2nc3ccccc3n2C1c1ccc(F)cc1 (stereo not drawn)	-2	-14	3	-45	-4	0	-439	1	13
O=C(N/N=C\c1cccnc1)c1ccc(Cl)s1	1	7	-3	1	8	-1	-2	-2	-1
CCn1c(CN2CCOCC2)nnc1SCC(=O)Nc1ccccc1Cl	-24	-19	-2	0	-8	4	10	0	-8
CCOC(=O)/C(=C\C=C1/Sc2cc(OCC)c(OCC)cc2N1CC)C(C)=O	·	35	·	-28	·	4	24	·	·
CN(C)/C=C1/C=C(c2ccccc2)OC1=O	1	3	-1	-5	-3	8	6	0	-2
CCN1C(=O)CC(C(=O)Nc2ccc(F)cc2)SC1=Nc1ccc2c(c1)OCO2 (stereo not drawn)	-23	7	0	-1	0	6	23	-5	6
CCOC(=O)C(C(=O)OCC)C(C)C#CCN1CCCCC1 (stereo not drawn)	-14	-15	3	-2	0	-8	18	-2	-6
O=C(COC(=O)c1cc(S(=O)(=O)N2CCOCC2)ccc1F)NCc1ccc2c(c1)OCO2	7	-6	-4	-1	4	-5	-14	-1	0
Cc1ccc(NC(=O)CNC(=O)c2ccco2)cc1Cl	-16	-9	7	2	-3	2	17	0	4
O=C(COc1ccc(S(=O)(=O)N2CCCCC2)cc1Cl)N1CCOCC1	-20	2	-7	0	-4	-7	7	-2	-5
Cc1cc(NS(C)(=O)=O)c(=O)n(Cc2cccc(F)c2)c1	15	20	11	-2	-7	-3	-146	1	-6
CCC(C(=O)OCC(=O)N(C)c1c(N)n(Cc2ccccc2)c(=O)[nH]c1=O)c1ccccc1 (stereo not drawn)	-1	0	9	0	3	-9	5	2	-3
COc1cc(OC)cc(N(C(=O)CNC(=O)c2cccs2)C(C(=O)NCC2CCCO2)c2ccccc2)c1 (stereo not drawn)	-3	4	3	-1	10	2	14	1	-3
O=C1/C(=C\c2ccc(O)cc2)CCC1CNc1ccc(Cl)cc1 (stereo not drawn)	·	19	·	-59	·	1	-12	·	·
Cc1cc(NC(=O)c2ccc(Br)c([N+](=O)[O-])c2)no1	-18	-12	-5	1	-7	-10	8	-3	-23

An excerpt of these results, with bars between the fields:
mol | SENP6 inh | PfG6PD inh | SENP7 inh | SENP1 inh | SENP8 block-1 | HKDC1 inhibitor | SENP8 block-2 | beta cell repl | UBC13 inh
N#CC1=C(N)Nc2nc3ccccc3n2C1c1ccc(F)cc1 (stereo not drawn) | -2 | -14 | 3 | -45 | -4 | 0 | -439 | 1 | 13
O=C(N/N=C\c1cccnc1)c1ccc(Cl)s1 | 1 | 7 | -3 | 1 | 8 | -1 | -2 | -2 | -1

Next section.
SMILES	SENP6 inh	PfG6PD inh	SENP7 inh	SENP1 inh	SENP8 block-1	HKDC1 inhibitor	SENP8 block-2	beta cell repl	UBC13 inh
Cc1ccc(-c2noc(CCCc3ccccc3)n2)cc1	6	-3	-4	1	5	-1	11	-3	1
COc1ccc(/C(N)=N/OC(=O)c2ccc3c(c2)OCO3)cc1OC	83*	-1	84*	3	75*	5	1	-3	-9
Cc1ccc(Nc2nnc(SCc3cc(=O)n4ccsc4n3)s2)c(C)c1	-26	-2	-8	3	-3	11	-20	0	-4
COc1ccc(NC(=O)Nc2cccc3c2O[C@H](CN(C)S(=O)(=O)c2c(C)noc2C)[C@@H](C)CN([C@H](C)CO)C3=O)cc1	0	2	-8	-1	-13	-2	-8	-2	-12
O=[N+]([O-])c1nn(-c2ccc3c(c2)OCCO3)n(O)c1=NCc1ccc(F)cc1	38	7	49	3	18	4	27	0	-15
Cc1cccc(N2CCN(C(=O)CN(C)S(=O)(=O)c3ccc4c(c3)CCC(=O)N4)CC2)c1C	-16	-8	0	0	-5	-1	1	1	8
CCCN=C1N(C)C[C@@H]2[C@@H]3C(=O)N(C)C(=O)[C@@H]3[C@](CC)(C(=O)OC)N12	·	5	2	7	·	-4	3	·	·
Cc1cc(OCCOCCN(C)C)ccc1Cl	-6	0	-1	1	-2	-10	15	1	10
CS(=O)(=O)Nc1ccccc1C(=O)NCCSc1ccccc1	-9	-8	11	2	0	-2	-196	-2	1
Cc1ccc(-n2c(Cc3noc4ccccc34)n[nH]c2=S)cc1	14	29	7	1	-2	-5	5	1	-1
FC(F)(F)c1ccc(/C=N/n2c(COc3ccccc3)n[nH]c2=S)cc1	-14	3	-2	0	-7	2	21	-1	-38
CN(C)S(=O)(=O)c1cccc(NC(=O)COC(=O)c2cccn2C)c1	-8	-10	3	1	-4	-3	17	-3	14
CNC(=O)/C(=C\c1cccc(Oc2ccccc2)c1)NC(=O)c1ccccc1	1	-8	-8	-6	4	-7	-2	0	5
CCCCC(=O)Nc1ccc(NC(=S)NC(=O)CC(C)C)cc1OC	-9	-6	1	1	5	2	5	0	7
Brc1ccccc1-c1nnc2sc(-c3ccc4c(c3)OCCO4)nn12	-10	0	-5	0	-9	-4	-94	-2	5
Cc1ccc(N2CC(C(=O)NC3CC3)CC2=O)cc1Cl (stereo not drawn)	-10	-3	4	-1	7	-4	17	0	7
COc1ccc(NC(=O)N2CCCCC2c2cccnc2)cc1 (stereo not drawn)	-23	1	1	1	-10	-3	12	2	-7
Cc1ccc(Sc2sc(=O)n(C)c2S(=O)(=O)c2ccc(C)cc2)cc1	-29	-15	7	1	-4	13	7	-5	-2
CC1=CC(C)(C)NC(=S)N1c1ccc(N(C)C)cc1	·	20	·	-1	·	-6	11	·	·
Cn1cnnc1SC(C(=O)Nc1ccc(F)cc1)c1ccccc1 (stereo not drawn)	-8	-15	-7	-1	0	-3	15	-3	8
CCC1(C)Cc2c(sc3c2c(=O)n(C)c2nnc(SCc4ccccc4)n32)CO1 (stereo not drawn)	7	-9	-3	1	4	-6	12	1	13
COc1ccc(OC)c(C(=O)NC2CCSc3ccccc32)c1 (stereo not drawn)	-2	6	-6	2	2	-5	-21	-1	2
Cc1nn(-c2ccc(Cl)cc2)c(=O)c2c(C)noc12	-14	-8	5	-1	2	-6	-14	2	3
COc1ccc(CCNC(=O)c2cccc(S(=O)(=O)NC(C)c3ccccc3)c2)cc1 (stereo not drawn)	-1	-1	3	-3	6	-4	7	1	4
Cc1ccc(N=C(N(C)C)P(=O)(N(C)C)N(C)C)c(C)c1	0	28	-5	1	2	-11	5	-1	0
CCOc1c(Cl)cc(CNCc2ccccn2)cc1OC	11	0	0	2	-1	-1	6	5	6
COc1c(Cl)cccc1-c1cn2ccccc2n1	93*	44	93*	2	89*	-2	-413	-4	11
COc1ccc(/C(C)=N\NC(=O)CNC(=O)C(c2ccccc2)c2ccccc2)cc1OC	-9	-3	-2	0	0	2	0	-3	-6
N#Cc1ccccc1NC(=O)c1ccc(-c2ccccc2Cl)o1	-3	12	6	-1	0	-9	-85	3	15
COc1cc(C(=O)OCCNC(=O)c2ccncc2)cc(OC)c1OC	3	-2	-2	2	-1	0	17	0	10

Reformatted bar-delimited: entries from further up
Compound | SENP6 inh | PfG6PD inh | SENP7 inh | SENP1 inh | SENP8 block-1 | HKDC1 inhibitor | SENP8 block-2 | beta cell repl | UBC13 inh
COc1cc(C(=O)OCCNC(=O)c2ccncc2)cc(OC)c1OC | 3 | -2 | -2 | 2 | -1 | 0 | 17 | 0 | 10
COc1ccc(CCNC(=O)c2cccc(S(=O)(=O)NC(C)c3ccccc3)c2)cc1 (stereo not drawn) | -1 | -1 | 3 | -3 | 6 | -4 | 7 | 1 | 4

Three compounds from above, reduced to SENP8 block-2.
compound	SENP8 block-2
Cc1ccc(N2CC(C(=O)NC3CC3)CC2=O)cc1Cl (stereo not drawn)	17
CCOc1c(Cl)cc(CNCc2ccccn2)cc1OC	6
CC1=CC(C)(C)NC(=S)N1c1ccc(N(C)C)cc1	11

Following part.
SMILES	SENP6 inh	PfG6PD inh	SENP7 inh	SENP1 inh	SENP8 block-1	HKDC1 inhibitor	SENP8 block-2	beta cell repl	UBC13 inh
CCOC(=O)C1=C(COC(=O)COc2ccc(C(C)=O)cc2)NC(=O)NC1C (stereo not drawn)	4	-3	2	0	-4	1	0	-2	-4
CN1C(=S)SC(N(O)C(=O)Nc2cccc3ccccc23)C1(C)C (stereo not drawn)	57*	19	26	-8	23	13	-433	-1	-24
O=C(CN1C(=O)NC2(CCc3ccccc32)C1=O)NCc1ccc(F)cc1 (stereo not drawn)	8	-11	3	1	-3	3	17	5	-4
O=C(CSc1nc2c(sc3ccccc32)c(=O)n1CCO)NCC1CCCO1 (stereo not drawn)	5	-9	1	0	4	3	-19	0	3
Cc1ccc(C2=NS(=O)(=O)N(C)C(C(=O)NC3CCCCC3)=C2)cc1	-14	8	-6	2	-4	-4	-74	-2	-12
Cn1c(=O)cc(SCC(=O)Nc2cccnc2)c2ccccc21	7	15	0	1	1	-1	-37	-3	22
CSCCC(NS(=O)(=O)c1ccccc1F)C(=O)Nc1cccc(C)n1 (stereo not drawn)	-12	4	4	-2	1	4	-2	3	0
COc1ccc(/C(=N/OC(C)=O)c2nccc3cc(OC)c(OC)cc23)cc1OC	4	-8	8	2	4	0	-8	-3	0
Cc1ccc(CS(=O)(=O)CCC(=O)NCc2cccs2)cc1	-8	-3	-5	2	-3	3	12	-1	-1
O=C(Nc1cccc(Cl)c1N1CCOCC1)c1ccc([N+](=O)[O-])o1	3	-7	13	0	4	-8	16	4	-9
O=C1CCCN1CC1CCN(Cc2nc(CC3CC3)no2)CC1	3	-9	-8	2	-9	-1	20	0	-6
Cc1nnc(SCC(=O)NC2CC2)s1	-4	-4	5	4	1	-7	5	0	7
O=C(NN=C1CCCCC1)c1ccccc1OCc1ccc(F)cc1	0	-7	-9	2	-10	-5	6	2	1
CCN(CC)C(=O)C1CCCN(c2ccc([N+](=O)[O-])cc2/C=N/NC(=O)c2ccc([N+](=O)[O-])cc2)C1 (stereo not drawn)	-3	5	-2	2	5	7	25	1	-23
CCCCOc1ccc(C(=O)Nn2cnnc2)cc1	7	5	1	0	-2	-9	9	2	0
Cc1nn(Cc2ccccc2)c(Cl)c1/C=C/C(=O)OCC(=O)NC(C)C(C)C (stereo not drawn)	-7	-16	5	1	-2	-8	8	-4	-7
COC(=O)c1ccc(C(=O)OC)c(NC(=O)CSc2cccc[n+]2[O-])c1	2	32	8	-4	2	5	-42	-1	-8
CCOc1ccc2[nH]c(=O)c(CN(Cc3ccco3)C(=O)c3ccc(Br)cc3)cc2c1	·	-2	·	-9	·	9	-398	·	·
Cc1ccc2nc(-c3ccc(SCC(=O)Nc4cc(C)on4)nc3)[nH]c2c1	15	54	13	-1	-4	3	i	-3	-4
Cc1cccc(NS(=O)(=O)c2cccc(C(=O)NCc3ccccc3CN3CCOCC3)c2)c1	-12	0	-7	2	-10	2	7	-4	-13
OCC1(Cc2cccc(Cl)c2)CCCN(Cc2ccc3cc(F)ccc3n2)C1 (stereo not drawn)	-20	10	-1	-40	-9	-5	-45	-5	7
CSc1nc(N(C)CCO)c2sc3nc(-c4ccco4)c4c(c3c2n1)CCC4	4	11	12	2	10	47*	-7	-3	38
CCc1nc2ccc(C(=O)Nc3nnc(C)s3)cc2nc1CC	11	-14	1	3	2	-1	8	0	-4
Cc1cccc(NC(=O)CN2CCOCC2)c1C	5	-12	6	2	-3	-9	-14	-3	6
O=C(CSc1nnc(NC(=O)c2cccc(F)c2)s1)NC1CC1	-29	7	1	2	-7	-5	-11	-4	1
CC(C)C[C@H](N)c1nnc(S(=O)(=O)Cc2cccc(F)c2)o1	7	0	11	2	3	-8	5	0	-1
CCN(CC)c1ccc(S(=O)(=O)N2CCOCC2)cc1NC(=O)CNCc1cccc(Cl)c1	·	18	·	3	·	3	18	·	·
